STK33 inh = inhibitors of human STK33 kinase | purified STK33, MBP phosphorylation, ADP-Glo luminescence | inhibition, % at 10 µM | 0.073% of 320,000 active | AID 2661;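 active means inhibition at or above 25%, using the most active replicate where run in duplicate; inactive means inhibition below 25%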
Target sequence (Q9BYT3 whole entry, looked up): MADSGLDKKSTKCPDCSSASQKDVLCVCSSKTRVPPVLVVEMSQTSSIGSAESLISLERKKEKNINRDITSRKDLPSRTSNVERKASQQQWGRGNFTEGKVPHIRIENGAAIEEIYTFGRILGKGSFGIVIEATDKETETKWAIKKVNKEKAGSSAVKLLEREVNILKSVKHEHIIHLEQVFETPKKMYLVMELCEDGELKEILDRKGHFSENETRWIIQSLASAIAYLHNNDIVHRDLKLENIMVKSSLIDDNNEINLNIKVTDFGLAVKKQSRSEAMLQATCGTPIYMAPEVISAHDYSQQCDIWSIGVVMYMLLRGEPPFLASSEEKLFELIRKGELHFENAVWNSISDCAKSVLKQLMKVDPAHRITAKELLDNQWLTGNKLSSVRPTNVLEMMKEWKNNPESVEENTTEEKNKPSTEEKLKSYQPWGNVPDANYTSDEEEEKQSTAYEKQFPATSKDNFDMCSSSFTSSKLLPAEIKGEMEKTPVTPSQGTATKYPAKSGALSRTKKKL
KCNQ2 inh = KCNQ2 potassium channel inhibitors, primary screen, cell-based, CHO-K1, FluxOR thallium flux, B-score (AID 2156). 20 min; active compounds read low. O88943. 1.1% of 310,000 active. B-score at 10 µM;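 active means fluorescence ratio B-score at most minus 3 library SDs, with starting brightness B-score within 2 library SDs, cut at about -5.5 in these data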
Kir21 inh = Kir2.1 (mouse) channel inhibition. P35561. HEK293-Kir2.1, FluxOR thallium flux fluorescence; active compounds read low. B-score at 10 µM. 0.85% of 310,000 active. AID 1672;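 active means fluorescence ratio B-score at or below minus 3 SD of library scores, with starting-brightness B-score within 2 SD, cut at about -4.2 in these data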;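 further: channel flux triggered by added potassium and thallium sulfate stimulus; B-score of peak minus minimum fluorescence over baseline after thallium stimulus; more negative B-score means stronger Kir2.1 block with less thallium influx; some compounds called inactive have numbers as strong as hits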
Target sequence (P35561 whole entry, looked up): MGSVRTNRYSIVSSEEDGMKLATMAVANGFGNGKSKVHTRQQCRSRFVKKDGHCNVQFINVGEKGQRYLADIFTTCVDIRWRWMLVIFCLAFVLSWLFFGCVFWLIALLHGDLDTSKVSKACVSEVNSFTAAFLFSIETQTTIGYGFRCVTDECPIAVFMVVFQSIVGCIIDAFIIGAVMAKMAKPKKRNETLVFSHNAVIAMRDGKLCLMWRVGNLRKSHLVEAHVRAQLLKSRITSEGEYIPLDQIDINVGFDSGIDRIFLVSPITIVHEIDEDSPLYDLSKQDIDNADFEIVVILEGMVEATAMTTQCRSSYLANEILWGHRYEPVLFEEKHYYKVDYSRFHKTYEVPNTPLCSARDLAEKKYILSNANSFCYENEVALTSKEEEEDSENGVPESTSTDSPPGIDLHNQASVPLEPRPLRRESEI
An asterisk follows results filed as active; i = inactive; nt = not tested or not shown.

SMILES | STK33 inh | KCNQ2 inh | Kir21 inh
Cc1cc(C)c(Cn2c3ccccc3c3cnn(CC(=O)NCc4ccccn4)c(=O)c32)c(C)c1 | -0.2 | i | -0.27
COc1ccc(NC(=S)N2CCCN(Cc3cc(C)ccc3C)C2)cc1 | 0.8 | i | -1.5
CC(C)CCSc1nc(N)c(C#N)cc1C#N | -1.7 | i | -0.51
O=[N+]([O-])c1ccc(NCCCNS(=O)(=O)c2ccccc2)cc1 | -1.6 | i | -3.7
O=C(O/N=C/c1ccc(Cl)cc1)C1CCCCC1 | -2.3 | i | -0.74
CN1C(=O)CSC1=S | -2.4 | i | -1.5
O=C(c1cc(COc2ccc(F)cc2Cl)on1)N1CCCC(OCc2cccnc2)C1 (stereo not given) | 0.4 | i | -2
COc1nc(C#N)nc(N(C)C)n1 | 2.6 | i | 0
Cc1onc(-c2ccccc2Cl)c1C(=O)Nc1ccccc1N1CCOCC1 | -0.9 | i | 0.74
O=C(NCCCN1CCCC1=O)c1ccc(OC(F)(F)F)cc1 | -0.3 | i | 0.68
COCCCn1cnc2c(c1=O)c1nc3ccccc3nc1n2CCc1ccccc1 | nt | i | 2.6
O=C(CCN1C(=O)/C(=C/c2ccccc2F)SC1=S)Nc1ccccn1 | -1.3 | i | 0.52
CC1CCN(S(=O)(=O)c2ccc(N=NC3=C(O)CC(C)(C)CC3=O)cc2)CC1 | -1.4 | i | -0.15
CC(=O)Nc1ccc(NC(=O)c2ccc(COc3ccc4c(C)cc(=O)oc4c3)cc2)cc1 | 6.4 | i | 0.02
Cc1ccc(-n2nc3c(c2NC(=O)c2cccs2)CSC3)cc1 | -0.8 | i | 1.4
COc1ccc(/C=N/NC(=O)c2ccoc2C)cc1O | 2.9 | i | 3
CC(C)CC(=O)Nc1ccc(C(=O)Nc2cccc(O)c2)cc1 | nt | i | 0.8
CC1CN(C(=O)COC(=O)COc2ccc(C#N)cc2)CC(C)O1 (stereo not given) | -1.7 | i | -1.3
O=C(OCC(=O)N1CCCC1)c1ccc(Cl)c([N+](=O)[O-])c1 | 3.5 | i | 0.81
CC(C)(Oc1cccc2ccccc12)C(=O)O | -0.3 | i | -2

Filtered by structure, those above containing an aryl methoxy group.
SMILES | STK33 inh | KCNQ2 inh | Kir21 inh
COc1ccc(NC(=S)N2CCCN(Cc3cc(C)ccc3C)C2)cc1 | 0.8 | i | -1.5
COc1nc(C#N)nc(N(C)C)n1 | 2.6 | i | 0
COc1ccc(/C=N/NC(=O)c2ccoc2C)cc1O | 2.9 | i | 3

Next part.
SMILES | STK33 inh | KCNQ2 inh | Kir21 inh
O=S(=O)(c1ccccc1)c1cnn2c(C(F)(F)F)cc(-c3ccc(F)cc3)nc12 | -1.6 | i | -0.11
Cc1cc(OCC(=O)NC2CCCCC2)ccc1Cl | -0.9 | i | -0.25
CCn1c2ccccc2c2cc(/C=N/NC(=O)c3ccc(O)cc3)ccc21 | nt | i | -4.4*
Oc1cccc(Nc2nc(-c3ccccc3Cl)nc3ccccc23)c1 | -3.3 | i | -0.08
CC1CCN(S(=O)(=O)N2CCCC(C(=O)NCc3ccccc3Cl)C2)CC1 (stereo not given) | -2.6 | i | -1.2
Cc1cc(C)c2oc(=O)cc(CN3CCCCC3)c2c1 | -1.5 | i | -0.82
CCOC(=O)C1=C(C)N(CCCC(=O)O)C(=O)NC1c1ccc([N+](=O)[O-])cc1 (stereo not given) | 0.5 | i | 0.85
Cc1ccc(C)c(NC(=O)CCC(=O)N2CCOc3ccccc32)c1 | -0.4 | i | 0.2
O=S(=O)(c1ccc(Cl)cc1)N1CCN2CCCC2C1 (stereo not given) | -2.5 | i | 1.9
COc1ccc(C(=O)Nc2c(C)cc(C)cc2C)cc1OC | 1.7 | i | 1.4
O=C(/C=C/c1ccccc1)NC(=S)Nc1ccc2c3c(cccc13)CC2 | -1.3 | i | 2.5
Cc1ccc(OCCCC(=O)NNC(=O)c2ccncc2)cc1 | -0.2 | i | 0.24
CCN(CC)CC(C(=O)N(CC)CC)P(=O)(c1ccccc1)c1ccccc1 (stereo not given) | -1.3 | i | -0.87
O=S(=O)(c1ccc(Br)cc1)n1ccc2ccccc21 | -0.2 | i | 0.5
NC(=O)c1c(NC(=O)Cn2cnc([N+](=O)[O-])n2)sc2c1CCCC2 | 0.6 | i | 1.9
COc1ccccc1-n1cc(C(=O)NCC(=O)N2CCN(Cc3ccccc3)CC2)c2ccccc2c1=O | 1.2 | i | -0.93
O=C(Cn1nnc2ccccc21)NNC(=O)c1ccccc1 | 0.5 | i | 0.23
O=C(CCc1nnc(CCc2ccccc2)o1)N1CCCCC1CCn1cccn1 (stereo not given) | 0.8 | i | -0.96
O=C(CNS(=O)(=O)c1ccccc1)OCC(=O)c1cccc([N+](=O)[O-])c1 | -0.3 | i | 1.4
NCCSc1c(-c2ccc(Cl)cc2)[nH]c2ccccc12 | -1.2 | i | -9.9*

Arranged by formula weight (low to high): some entries from above
SMILES | STK33 inh | KCNQ2 inh | Kir21 inh
Cc1cc(C)c2oc(=O)cc(CN3CCCCC3)c2c1 | -1.5 | i | -0.82
Cc1cc(OCC(=O)NC2CCCCC2)ccc1Cl | -0.9 | i | -0.25
O=C(Cn1nnc2ccccc21)NNC(=O)c1ccccc1 | 0.5 | i | 0.23
COc1ccc(C(=O)Nc2c(C)cc(C)cc2C)cc1OC | 1.7 | i | 1.4
Cc1ccc(C)c(NC(=O)CCC(=O)N2CCOc3ccccc32)c1 | -0.4 | i | 0.2
CCn1c2ccccc2c2cc(/C=N/NC(=O)c3ccc(O)cc3)ccc21 | nt | i | -4.4*
CCOC(=O)C1=C(C)N(CCCC(=O)O)C(=O)NC1c1ccc([N+](=O)[O-])cc1 (stereo not given) | 0.5 | i | 0.85

The results go on.
SMILES | STK33 inh | KCNQ2 inh | Kir21 inh
OCC1(Cc2ccccc2C(F)(F)F)CCN(Cc2ccncc2)CC1 | nt | i | 0.37
CCc1ccc(CN(C)Cc2nc(Cc3ccc(OC)c(OC)c3)no2)nc1 | -0.4 | i | -0.01
CCOC(=O)c1cc(-c2ccco2)nc2c1c(C)nn2-c1ccccc1 | -0.5 | -6* | -0.88
COc1ccc(C(=O)NCC2(c3ccccc3)CCCC2)c(OC)c1 | -0.5 | i | -3.3
Cc1ccc(NC(=O)C2CCCN(S(=O)(=O)c3ccc4[nH]c(=O)ccc4c3)C2)cc1C (stereo not given) | 0.3 | i | 0.87
COc1ccc(OC)c(NC(=O)CCN2CCN(c3ccccc3OC)CC2)c1 | -0.9 | i | 0.28
CC1CN(C(=O)COC(=O)c2cc([N+](=O)[O-])ccc2Cl)CC(C)O1 (stereo not given) | -0.4 | i | -0.16
Cc1nn(-c2nc3ccccc3n2Cc2ccccc2)c2c1C(=O)CC(C)(C)C2 | -1.8 | i | -0.69
Cc1cc(C)c(C(=O)NC2CCCc3c2cnn3-c2ccc(C)c(C)c2)c(=O)[nH]1 (stereo not given) | 4.2 | i | 0.83
COc1cc(OC)c(OC)cc1CN1CCN(Cc2cccn2C)CC1 | -0.2 | i | -0.27
Cc1ccccc1NS(=O)(=O)c1cc(C(N)=O)ccc1C | 1.1 | i | -0.03
CCOC(=O)[C@@H]1[C@H]2COc3ccccc3[C@@H]2N2C(=O)N(c3ccc(C(F)(F)F)cc3)C(=O)[C@]12C | -0.2 | i | -1.4
O=C([C@H](Cc1ccccc1)NS(=O)(=O)c1ccc(Cl)cc1)N1CC[C@@]2(O)CCCC[C@H]2C1 | -0.6 | i | -0.76
COc1ccccc1CN1CC(C(=O)N2CCN(c3ccc(F)cc3)CC2)CC1=O (stereo not given) | -1.5 | i | -0.51
O=C(NCc1ccc2c(c1)OCO2)c1ccc(Cl)c(S(=O)(=O)NCc2ccccc2)c1 | 1.0 | i | -1
COc1ccc(CNCc2c(O)c(Cl)cc3c(C)c(C)c(=O)oc23)c(OC)c1 | 1.3 | i | 1
CN(CCN1CCOCC1)Cc1nc(-c2ccc(Cl)cc2)no1 | -2.0 | i | -0.8
O=C(CNc1cccc(S(=O)(=O)N2CCOCC2)c1)N1CCc2ccccc21 | nt | i | -0.74
CC(=O)N1c2ccc(S(=O)(=O)N3CCCC3)cc2CC1C(=O)Nc1cc(C)cc(C)c1 (stereo not given) | -1.2 | i | 0.86
CNc1cc(F)nc(F)n1 | -0.2 | i | 0.34
CC1(C(=O)O)CCC(C(=O)Nc2ccc(Cl)c(Cl)c2)C1(C)C (stereo not given) | -0.6 | i | -0.01
CC(=O)c1c(C)nc2ccc(Br)cc2c1C(=O)O | -1.9 | i | 1.7
CCN(CC)CCn1c(=S)[nH]c2ncccc2c1=O | -0.3 | i | -0.67
CCCN1CCN(C(=O)c2cn(CC(C)C)c(=O)c3cc(OC)c(OC)cc23)CC1 | -0.2 | i | -0.6
CCOC(=O)C1CCN(S(=O)(=O)c2csc(C(N)=O)c2)CC1 | 0.8 | i | 0.72
CC(C)CC(C)NNC(=O)c1cc2ccccc2[nH]1 (stereo not given) | 1.7 | i | 0.93
CCn1c(COc2cccc(C)c2)nnc1SCC(=O)N1CCCC1 | 0.4 | i | -0.98
CCOc1ccc(CN2CCN(C/C=C/c3ccc(OC)cc3)CC2CCO)cc1 (stereo not given) | -1.2 | i | 0.39
CCOc1ccc(NC(=O)c2ccc(CNc3c(NC4CCCCC4)c(=O)c3=O)cc2)cc1 | nt | i | 0.13
O=C(Nc1cccc2ccccc12)c1cccc(F)c1 | -1.2 | i | -1.4
CCN(CC)C(=O)NC1CCCCCCC1 | 3.3 | i | -0.57
Cc1cccc(C(=O)NC(=S)Nc2ccccc2C(=O)O)c1 | -1.8 | i | -0.14
O=C(Cn1ccc([N+](=O)[O-])n1)NCc1nc2ccccc2[nH]1 | -3.2 | i | -0.3
CCNC(=S)NNC(=O)c1cccn(Cc2ccc(Cl)cc2Cl)c1=O | -0.1 | i | 0.31
Cc1ccc(S(=O)(=O)NC(C)(C)CSc2nncn2C)cc1 | -0.9 | i | 0.04
Cc1ccc(CN2C(=O)N/C(=C\c3cccn3-c3cccc(C(=O)O)c3)C2=O)cc1 | -2.4 | i | -0.19
CC(C)C(=O)NC(Nc1cc(C(F)(F)F)ccc1Cl)C(Cl)(Cl)Cl (stereo not given) | -0.8 | i | -0.77
Cc1ccc(N(CC(=O)Nc2cccc(Cl)c2C)S(C)(=O)=O)cc1 | -1.2 | i | 0.07
CCOC(=O)C1=C(C)NC(SCC(=O)Nc2cc(C)on2)=C(C#N)C1c1cccs1 (stereo not given) | -0.2 | i | -0.09
O=C(c1cc(-c2ccccc2)nn1-c1ccccc1)N1CCN(S(=O)(=O)c2cccc(F)c2)CC1 | -0.5 | i | 0.02
CCOC(=O)c1c(S(=O)(=O)N2CCN(c3ccc(C(C)=O)cc3)CC2)c(C)n(C)c1C | -0.5 | i | 0.65
CC(C)(C)C(=O)NC(=S)NCCc1ccccc1 | -0.2 | i | -0.01
COc1ccc(-n2c(SCC(=O)NCC3CCCO3)nc3n[nH]c(C)c3c2=N)cc1 (stereo not given) | 1.9 | i | 1.2
O=C(NCCCN1CCOCC1)c1ccc2c(=O)n(CCc3ccccc3)c(=O)[nH]c2c1 | -0.3 | i | -0.03
COCCC(=O)NC1CCCc2c1cnn2-c1cccc(C)c1C (stereo not given) | -0.2 | i | -0.07
O=C1Nc2ccccc2C1=Nc1ccc(F)cc1 | 0.3 | i | -0.25
COc1ccc(OC(C)C(=O)NC2CC(C)(C)NC(C)(C)C2)cc1 (stereo not given) | 1.2 | i | -0.18
Cc1cnc(C(=O)Nc2ccc3c(c2)CCC3)cn1 | -0.5 | i | -1.1
Cc1cccc(CNC(=O)c2ccc3c(c2)N(C)CCS3)c1 | -1.6 | i | 0.62
CC1Cc2ccccc2N1S(=O)(=O)c1cccc(C(=O)NCCCn2ccnc2)c1 (stereo not given) | -3.0 | i | -1.8
Cc1ccsc1C(=O)OCC(=O)Nc1nnc(-c2ccccc2)o1 | 1.0 | i | -0.65
NC(=O)c1sc2nc(-c3ccccc3)c3c(c2c1N)CCCC3 | 0.1 | i | 1.8
CCOC(=O)C1CCCN(S(=O)(=O)c2cc3c4c(c2)CCC(=O)N4CCC3)C1 (stereo not given) | -0.3 | i | -0.48
CCn1c(C)c(C(C)=O)c(N2CCN(c3ccc(OC)cc3)CC2)nc1=S | 0.1 | i | -0.02
O=C(NCc1ccccc1)C1CCCN1S(=O)(=O)c1ccc(Cl)cc1 (stereo not given) | 0.3 | i | -1.6
O=C(NC1=NCCS1)c1ccc(Cl)c(Cl)c1 | -2.1 | i | 0
O=C(COc1ccccc1)NC(Cc1c[nH]c2ccccc12)C(=O)O (stereo not given) | -0.1 | i | -0.25
Cc1[nH]nc2c1C(c1ccccc1F)CC(=O)N2 (stereo not given) | -1.5 | i | -1.3
COc1ccc(C2CC(c3cccs3)=NN2C(=O)CCC(=O)O)cc1OC (stereo not given) | -1.8 | i | 1.9
COCCNC(=S)N1CCN(c2ccc(Cl)cc2)CC1 | 0.4 | i | 1.1
Cn1c(SC2CCCCC2=O)nnc1-c1ccncc1 (stereo not given) | 1.2 | i | 3
CC(C)Cn1cc(C(=O)NCCCN2CCCC2=O)c2c3ccccc3n(C)c2c1=O | 0.4 | i | -0.37
C=CCOc1ccc(CNCC2CCCO2)cc1 (stereo not given) | -1.0 | i | -0.1
